# APJ agonist = APJ receptor agonism; P35414; 330,000 tested, 0.11% active; AID 2520; activation, % at 20 µM; CHO-K1 APJ PathHunter beta-arrestin, luminescence; 0% DMSO wells, 100% apelin;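 active = activation more than six SD over the plate average, tested at 20 µM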;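 note: 0% = DMSO alone and 100% = apelin-13 at 10 nM; some results filed as inactive read as strong as hits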
#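 Test system: CHO-K1 APJ beta-arrestin complementation cell line. Amount: cell density 1000 per well. Controls: DMSO negative, 10 nM Apelin-13 positive. Signal: luminescent beta-gal fragment complementation, chemiluminescent substrate. Read-out basis: agonist-driven arrestin binding to APJ. Timing: compound stimulation 90 min at 25 °C, detection 60 min.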
# Jurkat NFkB inh = inhibitors of the PMA/ionomycin-induced NF-kB reporter in Jurkat cells; PMA/ionomycin-induced NF-kB luciferase reporter, luminescence; inhibition, % at 4 µM; 330,000 tested, 0.53% active; AID 435003; in the data active = inhibition above about 50%
# 697 NFkB inh = lowers PMA/ionomycin-induced NF-kB signal in 697 B cells. 697 B-cell NF-kB luciferase reporter, 16 h. inhibition, % at 4 µM. 330,000 tested, 0.33% active. AID 435022; in the data active = inhibition above about 35%
# CHOP UPR activ = apoptotic UPR (CHOP) activation; CHO-CHOP luciferase reporter, luminescence; percent of tunicamycin response over DMSO baseline; activation, % at 10 µM; 330,000 tested, 0.34% active; AID 449763;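 active = at 10 µM dose, activation of 40% or more, normalized to positive control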;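 note: 100% = tunicamycin at 10 µg/mL and 0% = DMSO alone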
#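 measured by = luciferase luminescence | assay system = CHO-CHOP cells, stable luciferase reporter of PERK-eIF2a-CHOP signalling | amount = 500 reporter cells seeded per well | timing = 6 h compound exposure at 37 °C after overnight seeding | controls = positive tunicamycin 10 µg/mL, negative DMSO alone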
# APJ antagonist = APJ receptor antagonism; P35414; CHO-K1 APJ beta-arrestin complementation, luminescence; inhibition, % at 20 µM; 330,000 tested, 0.32% active;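 active = inhibition above about 40% at 20 µM, limit read from the data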;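 note: cells challenged with 10 nM apelin-13 agonist together with compound; plate controls were apelin-13 plus DMSO wells for no effect and DMSO wells lacking apelin-13 for full effect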
# XBP1 UPR activ = activators of adaptive arm of unfolded protein response (XBP1); CHO-XBP1 luciferase reporter, IRE1-XBP1 UPR activation, luminescence; percent of tunicamycin response, DMSO as zero; activation, % at 20 µM; 330,000 tested, 0.33% active;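 active = versus positive control, 20 µM dose yields 30% or more activation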;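 note: 100% = tunicamycin at 10 µg/mL and 0% = DMSO only wells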
#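 incubation = overnight seeding at 37 °C, 6 h compound treatment at 37 °C | assay system = CHO-XBP1 cells stably carrying IRE1-XBP1-driven luciferase reporter | input = 1000 cells per well | detection = luciferase luminescence | dosing = single point, 20 µM final compound, 1% DMSO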
# tim23-1 inh = tim23-1 yeast growth inhibition | S. cerevisiae tim23-1 growth, BacTiter-Glo luminescence, 24 h | inhibition, % at 20 µM | 330,000 tested, 1.3% active | AID 463212;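 active = growth inhibition of the mutant yeast at or above 50%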;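 note: temperature-sensitive mutant grown at 25 °C; plate controls were DMSO-treated mutant yeast for no effect and medium wells lacking yeast for full effect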
# Mdm2 MdmX PPI = inhibitors of human Mdm2/MdmX interaction; O15151+Q00987; SaOS-2 split-luciferase Mdm2/MdmX complementation, luminescence; inhibition, % at 8 µM; 330,000 tested, 3% active;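 active = inhibition of at least 50% at 8 µM in the primary screen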
# Target sequence (O15151 whole entry, looked up): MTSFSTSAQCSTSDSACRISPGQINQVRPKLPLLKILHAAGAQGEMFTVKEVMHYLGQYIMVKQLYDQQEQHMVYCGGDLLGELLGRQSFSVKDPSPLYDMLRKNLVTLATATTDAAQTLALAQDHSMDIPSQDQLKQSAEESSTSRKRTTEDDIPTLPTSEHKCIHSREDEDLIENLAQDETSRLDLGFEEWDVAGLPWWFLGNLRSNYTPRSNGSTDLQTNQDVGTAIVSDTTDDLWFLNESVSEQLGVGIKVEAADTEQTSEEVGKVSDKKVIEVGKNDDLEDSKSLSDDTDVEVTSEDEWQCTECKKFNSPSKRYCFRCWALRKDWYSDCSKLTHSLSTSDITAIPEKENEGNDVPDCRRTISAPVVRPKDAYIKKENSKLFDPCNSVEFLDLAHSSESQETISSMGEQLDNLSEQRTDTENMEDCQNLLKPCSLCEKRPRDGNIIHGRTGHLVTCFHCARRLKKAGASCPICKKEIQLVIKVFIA
# Target sequence (Q00987 whole entry, looked up): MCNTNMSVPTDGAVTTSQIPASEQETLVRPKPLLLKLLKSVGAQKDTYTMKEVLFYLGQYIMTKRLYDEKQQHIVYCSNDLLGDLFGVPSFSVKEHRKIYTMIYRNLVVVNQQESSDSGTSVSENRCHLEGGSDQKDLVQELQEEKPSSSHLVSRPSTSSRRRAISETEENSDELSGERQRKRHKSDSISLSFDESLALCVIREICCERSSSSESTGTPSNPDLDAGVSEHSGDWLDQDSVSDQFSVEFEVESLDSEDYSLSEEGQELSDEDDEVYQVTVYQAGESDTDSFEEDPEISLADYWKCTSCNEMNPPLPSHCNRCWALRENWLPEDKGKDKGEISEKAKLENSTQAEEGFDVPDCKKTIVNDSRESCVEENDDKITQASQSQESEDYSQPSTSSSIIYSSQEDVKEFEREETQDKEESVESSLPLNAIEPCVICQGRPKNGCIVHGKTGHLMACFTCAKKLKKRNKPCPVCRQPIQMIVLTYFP
# The depositor's hits bear a star; x = no result given. An unsorted share of the library; overall some 5% were active at least once.
SMILES,APJ agonist,Jurkat NFkB inh,697 NFkB inh,CHOP UPR activ,APJ antagonist,XBP1 UPR activ,tim23-1 inh,Mdm2 MdmX PPI
CCC(=O)Nc1nc2ccccc2n1Cc1ccccc1C,-2,-13,-47,-2.4,9,-1,28,28
COc1cc(/C=C2\SC(N)=NC2=O)ccc1OCC(=O)Nc1ccc(C)cc1,-3,6,10,0.5,-3,3,-5,57*
Cc1sc2ncn(CC(=O)NCCCC(=O)N3CCN(Cc4ccc5c(c4)OCO5)CC3)c(=O)c2c1C,-1,-7,-11,0.0,-15,-2,3,12
Cc1cc(C)c2c(N)c(S(=O)(=O)Cc3ccccc3)sc2n1,-2,-7,4,-0.6,-11,-4,21,13
CCN(C[C@H]1N[C@@](Cc2ccccc2)(C(=O)OC)[C@H]2C(=O)N(C)C(=O)[C@@H]12)C(=O)COC,-2,3,15,1.1,10,-1,10,9
O=C(Nc1ccc2oc(=O)ccc2c1)c1cc([N+](=O)[O-])ccc1N1CCOCC1,-6,-9,24,0.3,9,1,-12,11
COc1ccc(NC(=O)COC(=O)C2CC(=O)N(Cc3ccc(C)cc3)C2)cc1 (configuration not stated),-4,13,6,-0.5,-4,-3,0,29
COc1cccc(CNC(=O)Cn2ccc([N+](=O)[O-])n2)c1,-1,-9,-11,-0.6,-24,-2,23,4
Cc1cc(C)n(CCN(C)c2nc3nonc3nc2NC2CC2)n1,-1,9,3,-1.0,5,-1,-7,22
Cc1cccc(C)c1NC(=S)NC(=O)c1ccccc1F,1,6,-26,-1.0,16,0,18,9
CCCN=C1N(CC)C[C@@H]2[C@@H]3C(=O)N(C)C(=O)[C@@H]3[C@](CC)(C(=O)OC)N12,x,x,3,2.4,x,0,20,22
COC(=O)CSc1ccc(C#N)c(SCC(=O)OC)c1,5,-12,-3,-1.6,12,-9,7,-8
CC(=O)c1c(C)[nH]c(C(=O)CSc2nnc(NC3CC3)s2)c1C,8,0,-8,0.4,1,-2,3,15
O=C(CS(=O)(=O)c1cn(Cc2ccc(Cl)cc2)c2ccccc12)N1CCCC1,5,-2,12,1.4,-5,-1,22,19
Cc1ccc(S(=O)(=O)N2CCOCC2)cc1NC(=O)COC(=O)CNC(=O)c1ccc(Cl)cc1Cl,1,0,-3,2.7,12,-3,-1,24
OC(CNCC1CCCO1)Cn1c2ccc(Cl)cc2c2cc(Cl)ccc21 (configuration not stated),7,10,15,11,-5,64*,-32,96*
C=CCOc1ccc(Br)cc1/C=N/O,-6,17,8,-2.2,13,3,-20,17
Cc1ccc(Cl)c(NC(=O)COC(=O)C2CCC2)c1Cl,2,-5,16,0.0,10,-4,-16,16
Cc1ccc2[nH]c(C)c(CCNC(=O)c3c(N)no[n+]3[O-])c2c1,0,2,20,-0.8,-22,0,9,7
CCCCSc1ccc2nc(-c3ccc(C#N)cc3)cn2c1,5,-29,-104,0.0,-41,6,26,-30
O=c1cc(-c2ccccc2Cl)oc2cc(O)cc(O)c12,-3,-12,-26,0.8,19,5,17,17
CC(C)[C@H](NC(=O)c1ccccc1)C(=O)OCc1nnc(-c2ccccc2)o1,0,2,3,0.1,7,-1,13,-28
COc1ccc(OC)c(CCNC(=O)c2cccc(NC3=NC4CS(=O)(=O)CC4S3)c2)c1 (configuration not stated),-6,-12,-8,-1.6,5,-1,-6,4
O=C(/C=C/c1ccco1)NC(=S)Nc1ccc(O)c(-c2nc3ccccc3s2)c1,-3,6,-9,106*,23,153*,9,77*
CC(C)NC(=O)N(O)C1N(C(C)C)C(=O)N(Cc2ccc3c(c2)OCO3)C1(C)C (configuration not stated),-1,-3,8,0.0,10,1,19,-14

# The list goes on:
SMILES,APJ agonist,Jurkat NFkB inh,697 NFkB inh,CHOP UPR activ,APJ antagonist,XBP1 UPR activ,tim23-1 inh,Mdm2 MdmX PPI
Cc1ccc(C(=O)NC2=NCCS2)cc1Cl,-4,-98,-133,5.6,4,-1,55*,-120
CCOC(=O)C1CCCN(C(=O)C2CCN(S(=O)(=O)c3c(C)noc3/C=C/c3ccccc3F)CC2)C1 (configuration not stated),-3,-6,-7,-2.7,-2,-2,19,3
COc1ccc(-n2c(SCc3ccc(C#N)cc3)nnc2-c2ccccn2)cc1,-6,-6,11,1.1,23,1,35,3
COc1ccc(F)cc1S(=O)(=O)N1CCN(c2ccccn2)CC1,-1,-4,-19,1.1,18,-1,18,13
Cc1ccc(S(=O)(=O)N2CCN(CCC#N)CC2)cc1,-4,-5,11,-0.4,6,-1,13,12
CC(=O)c1cc(-c2ccccc2)n(CC(=O)N2CCCCC2)c1C,2,5,25,-0.7,-2,-1,10,-2
Cc1ccsc1-c1cc(C(=O)O)c2c(ccc3ccccc32)n1,2,-13,-35,2.0,6,-4,0,7
Cc1occc1C(=O)NC1CCCN(Cc2ccc(CC(C)C)cc2)C1 (configuration not stated),4,19,15,1.9,-9,-8,4,20
O=C(COc1cccc2ccccc12)N/N=C/c1ccco1,-6,7,-15,3.1,-6,-5,34,24
Cn1c(=O)[nH]c(=O)c2c1nc(NCc1ccccc1)n2CCCc1ccccc1,-7,-3,22,-0.8,9,1,-1,24
C[C@H](CO)N1C[C@H](C)[C@@H](CN(C)S(=O)(=O)c2ccc(F)cc2)Oc2c(NC(=O)Cc3ccccc3)cccc2C1=O,-4,4,1,-0.8,0,1,12,28
Cc1c(NCc2cc(Cl)ccc2O)c(=O)n(-c2ccccc2)n1C,-2,-4,21,-2.4,-4,-2,30,-27
Cc1ccc(S(=O)(=O)N2CCN(S(=O)(=O)N(C)C)CC2)c(C)c1,2,-9,-28,-0.8,-2,-5,18,4
COc1ccc(-c2nnc(SCC(=O)N(Cc3ccccc3)C(C)(C)C)o2)cc1OC,3,18,-38,-2.5,-3,2,0,35
COc1ccccc1Oc1ccc(N2CC(C(=O)OCC(=O)c3ccc(F)cc3)CC2=O)cc1 (configuration not stated),-3,0,-6,-0.3,10,-4,23,16
CC(C)(C)c1ccc(OCCC(=O)OCC(=O)NC2CC2)cc1,-2,7,13,-0.3,16,-3,-7,14
COc1ccc(NC(=O)Nc2ccccc2F)cc1,-3,-116,-207,4.2,8,-5,13,-126
COc1ccc(CC(=O)OC(C)C(=O)Nc2c(C)n(C)n(-c3ccccc3)c2=O)cc1OC (configuration not stated),-3,-3,14,1.2,2,-1,-5,5
COc1ccc(NC(C)=O)cc1S(=O)(=O)Nc1ccccc1C(=O)N1CCCC1,0,-14,-2,-1.6,13,-3,-10,13
Cc1c(CC(=O)NCC(=O)NCC(=O)O)c(=O)oc2c(C)c3oc4c(c3cc12)CCCC4,-2,-20,-13,-0.1,5,-4,18,2
COC(=O)CCCC1=CC2=CC(=O)C(C)(OC(=O)c3cccs3)C(=O)C2=CN1CCc1c[nH]c2ccccc12 (configuration not stated),16,-5,-4,-0.5,-1,0,-8,-19
CC(=O)c1ccccc1OCC(O)CN1CCN(c2ccccn2)CC1 (configuration not stated),-1,-3,7,-0.3,16,1,2,13
Cc1ccc(C)c(S(=O)(=O)NCCN2CCOCC2)c1,-3,-3,-13,1.4,10,1,3,17
O=C1/C(=C\c2ccncc2)SC(=S)N1C1CCCCC1,3,12,5,-0.4,-18,-1,52*,-4
O=C(c1ccc([N+](=O)[O-])c(CS(=O)(=O)c2ccc(Cl)cc2)c1)N1CCCC1,-1,4,-1,-0.5,-9,-1,-5,-7

# Quoted at random: two compounds from above.
SMILES,APJ agonist,Jurkat NFkB inh,697 NFkB inh,CHOP UPR activ,APJ antagonist,XBP1 UPR activ,tim23-1 inh,Mdm2 MdmX PPI
Cc1occc1C(=O)NC1CCCN(Cc2ccc(CC(C)C)cc2)C1 (configuration not stated),4,19,15,1.9,-9,-8,4,20
COc1ccccc1Oc1ccc(N2CC(C(=O)OCC(=O)c3ccc(F)cc3)CC2=O)cc1 (configuration not stated),-3,0,-6,-0.3,10,-4,23,16

# Four compounds out of the list above, ordered by their value in 697 NFkB inh, rising.
canonical_smiles | 697 NFkB inh
COc1ccc(F)cc1S(=O)(=O)N1CCN(c2ccccn2)CC1 | -19
Cc1ccc(C)c(S(=O)(=O)NCCN2CCOCC2)c1 | -13
CC(C)(C)c1ccc(OCCC(=O)OCC(=O)NC2CC2)cc1 | 13
CC(=O)c1cc(-c2ccccc2)n(CC(=O)N2CCCCC2)c1C | 25

# (list continues)
SMILES,APJ agonist,Jurkat NFkB inh,697 NFkB inh,CHOP UPR activ,APJ antagonist,XBP1 UPR activ,tim23-1 inh,Mdm2 MdmX PPI
CNc1nc(N)c([N+](=O)[O-])c(Nc2cccc(F)c2)n1,3,-3,-14,0.9,9,12,80*,37
COc1ccc(NC(=O)c2ccc(NC(=O)CN3CCN(c4ccccc4)CC3)cc2)cc1,1,-4,-23,-1.2,11,-3,-6,17
CC1=C(C(=O)Nc2ccccc2)C2(CCCCC2)C(C#N)=C(S)N1,1,4,19,0.9,-6,2,10,-17
COC(=O)C1=C(C)NC(=S)NC1c1sccc1C (configuration not stated),-3,3,4,-1.6,21,-2,-8,16
O=C(N/N=C/C=C/c1ccccc1)c1ccc(Br)cc1,5,0,7,0.1,3,0,-2,21
COc1ccc(N(Cc2ccccc2)S(=O)(=O)c2ccc(C)cc2)cc1,-6,-2,29,-2.6,12,-3,23,18
CCOC(=O)N1CCN(S(=O)(=O)c2ccc3c(c2)CC(C)N3C(C)=O)CC1 (configuration not stated),-1,1,4,1.7,2,-4,12,19
COc1ccc(CCNC(=O)CN2CCC(C)CC2)cc1OC,-2,-14,-5,-0.4,-10,-2,-11,-12
COc1ccc(NC(=O)CSc2nnc(Cc3ccc(C)cc3)c(=O)n2N)cc1OC,8,17,-3,3.3,-25,5,-1,-12
CC(C)c1ccccc1NC(=S)NCC1(N(C)C)CCCCC1,-3,4,-7,0.0,-1,0,12,46
COc1ccc2nc(SCC(=O)N3CCCCC3)c(C#N)cc2c1,-2,-31,-13,5.9,-8,1,7,-22
Nc1nc(CSCc2ccccc2)nc(N2CCOCC2)n1,-1,-8,-42,5.0,-4,-2,12,-12
COc1ccc(OCc2cc(C(=O)N(C)C3CCOCC3)no2)c2ccccc12,6,-58,-72,2.3,-54,-1,9,-26
O=C(O)C1=NN(c2c(F)c(F)cc(F)c2F)C(=O)CC1,-3,-4,2,1.4,15,-3,7,4
Cc1ccccc1-c1nc(CS(=O)(=O)CC(=O)NCCCN2CCCC2)c(C)o1,-4,-6,3,-0.6,3,-1,7,8
Cc1ccccc1-n1c(=O)c2ccccc2n2cnnc12,-1,8,8,-0.9,9,2,-2,-22
Cc1ccc(-c2nnn(CC(=O)N(Cc3ccccc3)C(C(=O)NC3CCCC3)c3ccncc3)n2)o1 (configuration not stated),-6,-5,23,-1.6,4,-2,-6,-11
CC(/C=C/c1ccco1)=N\NC(=O)C(O)c1ccccc1 (configuration not stated),-3,-5,-19,2.6,6,2,-10,-22
O=C(O)c1cccc(-n2cccc2/C=C\[N+](=O)[O-])c1,0,-1,20,0.4,-1,-2,12,-2
CS(=O)(=O)c1ccc(-c2cc(Br)sc2-c2ccc(F)cc2)cc1,1,-7,13,-0.7,15,-5,50,-7
COc1ccc(-c2noc(C3CCCN(S(=O)(=O)c4cccc(Cl)c4C)C3)n2)cc1OC (configuration not stated),-3,-5,7,-2.4,8,-3,12,18
CCN(CC)c1ccc(C2C(C(=O)OC)=C(C)NC(C)=C2C(=O)OC)cc1,1,-8,21,-2.9,0,1,3,15
COc1ccc(NC(=O)c2ccc(C)cc2Cl)c([N+](=O)[O-])c1,4,-57,-59,3.0,-21,0,14,-47
CCOC(=O)c1nn(-c2ccccc2)c(=O)c(C#N)c1C,-5,9,10,-0.6,-1,0,14,21
CC1Nc2ccccc2C(=O)N1NS(=O)(=O)c1ccccc1 (configuration not stated),0,-10,4,-1.5,-14,-2,7,-8
